Source: PubChem BioAssay
BLM inh: inhibitors of human Bloom syndrome helicase BLM | recombinant BLM DNA unwinding, fluorescence dequenching | Potency, µM (series often up to 56.1 µM), inactives show at the highest dose activity change, negative = inhibition, most hits filed as inhibitors | 350,000 compounds, 0.2% hits | AID 2528;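 also: plate controls were vehicle for no effect and no enzyme for full effect; nearly all actives have a fitted effect of over 35% in size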
G9a inh: inhibitors of human histone lysine methyltransferase G9a; Potency, µM (highest dose often 102 µM), inactives show top-dose activity, negative = inhibition, actives largely listed as inhibitors; 350,000 compounds, 8.8% hits; G9a H3K9 monomethylation, AlphaScreen, 2 h; Q96KQ7; AID 504332; also: % is scaled to controls: 0 for no effect and ±100 for the full control effect; nearly all actives have a fitted effect of over 75% in size
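Step 1: enzyme (final 20 nM) with compound, 15 min RT. Step 2: substrate peptide 500 nM and SAM 20 uM, 2 h RT. Step 3: anti-H3K9me1 antibody and AlphaScreen beads, 10 min, then plate read.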
JMJD2A Tudor inh: JMJD2A Tudor domain (human) inhibition. AlphaScreen JMJD2A-Tudor / H3K4me3 peptide binding. 390,000 compounds, 4.4% hits. Potency, µM (series often up to 114 µM), for the others: at the top dose activity change, negative = inhibition, hits mostly inhibitors. O75164; also: % is scaled to controls: 0 for no effect and ±100 for the full control effect; nearly all actives have a fitted effect of over 50% in size
Target sequence (O75164 whole entry, looked up, the tested form may be a part): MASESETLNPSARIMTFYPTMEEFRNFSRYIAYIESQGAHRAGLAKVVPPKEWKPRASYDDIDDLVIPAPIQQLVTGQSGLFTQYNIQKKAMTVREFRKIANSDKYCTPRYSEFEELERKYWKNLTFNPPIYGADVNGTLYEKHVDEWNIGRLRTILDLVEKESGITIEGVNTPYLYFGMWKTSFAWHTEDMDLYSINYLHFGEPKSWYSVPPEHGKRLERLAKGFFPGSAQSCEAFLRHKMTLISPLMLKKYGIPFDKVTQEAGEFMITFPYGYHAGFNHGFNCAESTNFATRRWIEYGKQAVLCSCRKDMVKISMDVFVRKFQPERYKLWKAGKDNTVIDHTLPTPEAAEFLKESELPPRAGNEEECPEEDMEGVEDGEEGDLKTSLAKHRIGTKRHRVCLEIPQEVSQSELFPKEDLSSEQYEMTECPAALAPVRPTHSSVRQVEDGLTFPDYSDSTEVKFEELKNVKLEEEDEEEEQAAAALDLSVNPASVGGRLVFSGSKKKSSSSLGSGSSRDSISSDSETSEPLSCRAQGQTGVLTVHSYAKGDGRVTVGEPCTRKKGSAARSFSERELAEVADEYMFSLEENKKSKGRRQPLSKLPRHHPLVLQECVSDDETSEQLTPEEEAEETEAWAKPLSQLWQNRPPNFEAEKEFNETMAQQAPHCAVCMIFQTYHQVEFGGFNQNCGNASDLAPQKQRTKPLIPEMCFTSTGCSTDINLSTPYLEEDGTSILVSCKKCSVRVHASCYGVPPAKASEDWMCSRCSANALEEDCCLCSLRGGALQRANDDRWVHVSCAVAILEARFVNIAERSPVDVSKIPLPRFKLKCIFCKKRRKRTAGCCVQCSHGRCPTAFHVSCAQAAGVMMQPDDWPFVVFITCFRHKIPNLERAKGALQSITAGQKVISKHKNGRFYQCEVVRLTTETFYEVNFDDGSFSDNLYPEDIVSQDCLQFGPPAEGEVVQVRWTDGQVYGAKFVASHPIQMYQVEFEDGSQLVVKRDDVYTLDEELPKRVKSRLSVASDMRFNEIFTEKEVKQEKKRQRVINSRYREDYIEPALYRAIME
BAZ2B block: blocks human BAZ2B; 360,000 compounds, 4.4% hits; AlphaScreen BAZ2B-H3K14Ac peptide displacement; Q9UIF8; Potency, µM (top dose mostly 114 µM), for inactives: at the highest dose activity change, negative = inhibition, actives largely listed as inhibitors; also: % is scaled to controls: 0 for no effect and ±100 for the full control effect; nearly all actives have a fitted effect of over 60% in size
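BAZ2B (50 nM) with biotin-H3(5-23)K14Ac peptide (50 nM) in PBS pH 7.4, 0.01% Tween-20, preformed 30 min, then compound 30 min at room temperature; top concentration 110uM. AlphaScreen streptavidin donor/nickel chelate acceptor beads (10 ug/mL final), 20 min dark, signal read.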
POLH inh: inhibitors of human DNA polymerase eta. Q9Y253. recombinant Pol eta, fluorescent DNA replication assay. Potency, µM (series often up to 114 µM), for the others: at the top dose activity change, negative = inhibition, actives largely listed as inhibitors. 390,000 compounds, 1.2% hits. AID 588591; also: % is scaled to controls: 0 for no effect and ±100 for the full control effect
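Pol eta (10 nM) was preincubated with compounds for 15 min at room temperature, after which fluorescent replication substrate (50 nM final) was added to start the reaction. Fluorescence was read kinetically at 0 and 10 min.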
Pol kappa inh: DNA polymerase kappa (human) inhibition | Potency, µM (top dose mostly 107 µM), inactives show top-dose activity, negative = inhibition, usual class: inhibitors | purified Pol kappa, fluorescent DNA synthesis assay, 10 min | AID 588579 | Q9UBT6 | 400,000 compounds, 0.53% hits; also: % is scaled to controls: 0 for no effect and ±100 for the full control effect
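Pol kappa 10 nM + cpd, 15 min RT; start w/ substrate 50 nM final; fluorescence kinetic read, 0 and 10 min. Neg ctrl: buffer, no enzyme.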
Pol iota inh: inhibitors of human DNA polymerase iota; Pol iota fluorescent replication assay, 10 min; Potency, µM (series often up to 115 µM), for inactives: at the highest dose activity, negative = inhibition, usual class: inhibitors; 390,000 compounds, 1% hits; AID 588590
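Pol iota at 10 nM preincubated 15 min with compounds at room temperature; reaction started with fluorescent substrate, 50 nM final. Fluorescence read kinetically at 0 and 10 min; buffer-only wells as negative control.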
APEX1 inh: blocks human APE1 abasic DNA cleavage | P27695 | recombinant APE1, TAMRA/BHQ-2 abasic DNA cleavage fluorescence | Potency, µM (titrated, usually from 65.8 µM), without a hit: at the highest dose activity change, negative = inhibition, most hits filed as inhibitors | 350,000 compounds, 0.35% hits | AID 2517;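 also: plate controls were vehicle for no effect and reference inhibitor for full effect; nearly all actives have a fitted effect of over 55% in size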
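Readout is kinetic fluorescence (ex 525, em 598 nm) from cleavage of 50 nM TAMRA/BHQ-2 THF abasic duplex by 0.75 nM APE1, compound added 15 min beforehand at RT.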
POLB inh: blocks human DNA polymerase beta activity; P06746; Pol beta primer extension/strand displacement, fluorescence kinetic; Potency, µM (series often up to 114 µM), for the others: top-dose activity change, negative = inhibition, actives largely listed as inhibitors; 340,000 compounds, 1.3% hits; also: % is scaled to controls: 0 for no effect and ±100 for the full control effect
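Homogeneous kinetic assay of primer extension and strand displacement by 10 nM Pol beta, preincubated 15 min at room temperature with compound before 50 nM substrate (final) was added. Read at 0 and 10 min; four-parameter Hill fit.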
Active calls of the source: *; u = inconclusive; x = not tested or not shown; [ ] = remark or other dose. Calls follow the shape of the dose curve; as a rule, active = well fitted curve in the direction sought with a large enough effect; inconclusive = small, poorly fitted or top-dose-only effect, or another doubt; inactive = no such curve, though single readings can be large; an effect the other way counts as inactive or inconclusive. Potency is read from the fitted curve at half-maximal effect. Some of the compounds tested; rates above refer to the full screens.

SMILES	BLM inh	G9a inh	JMJD2A Tudor inh	BAZ2B block	POLH inh	Pol kappa inh	Pol iota inh	APEX1 inh	POLB inh
COc1ccc(CN2CCN(C(=O)CN3C(=O)C4C5C=CC(C5)C4C3=O)CC2)c(OC)c1OC (configuration not stated)	0%	-5%[59 µM]	3%	4%	-12%	6%	-1%	-3%	15%
CCN(CC)C(=O)c1cc(S(=O)(=O)N2CCCCC2)c[nH]1	-1%	-9%	-3%	u	-7%	2%	12%	43%[activator]	16%
O=C(Cc1ccccc1F)N1CCC(c2nc3c(nnn3Cc3cccc(Cl)c3)c(=O)[nH]2)CC1	3%	-38%[59 µM]	-27%	-17%	-6%	-13%	-9%	x	34%
CC(=O)Nc1n[nH]c(=S)s1	x	x	5µM*	x	u	-15%	-18%	x	x
O=C(Nc1ccc(F)cc1)c1ccc(CN2CC(=O)N3CCCCC3C2=O)cc1 (configuration not stated)	0%	2%[59 µM]	-12%	1%	3%	-13%	-6%	x	7%
C=CCOc1ccc2ccccc2c1CNc1ncn[nH]1	-9%	1%[12.7 µM]	-30%	1%	6%	-12%	-5%[58.9 µM]	1%	u
O=C(CNCC1CCCCC1)Nc1ccc(N2CCCCC2)cc1	-2%	22µM*	x	28µM*	x	x	x	15%	-13%
CN(C)CCCOC(=O)CCc1ccccc1	-1%	u	-9%	-2%	-14%	-19%	5%	-2%	5%
Cc1cccc(OCC(=O)Nc2ccc3c(c2)N(C)C(=O)c2ccccc2S3)c1	-8%	3%[59 µM]	-19%	-14%	-16%	-12%[60.1 µM]	11%	x	-1%
O=C(CNC(=O)c1ccc(Oc2ccccc2)cc1)OC1CCCCC1=O (configuration not stated)	-10%	u	-7%	1%	u	-4%	21%	-5%	u
COc1cc(NS(=O)(=O)c2ccc(C)cc2)ccc1-n1cnnn1	0%	-11%[59 µM]	-15%	x	-5%	-5%	42%[activator]	2%	0%
Cc1cc(C)cc(NC(=O)C(=O)NC(C)c2ccccc2)c1 (configuration not stated)	-5%	1%[59 µM]	-15%	2%	10%	-5%	9%	x	-2%
Cc1nn(Cc2nc(-c3cccs3)no2)c(C)c1Br	-3%	u	-6%	13%	-13%	-1%	0%	-1%	35µM*
Cc1c(NC(=O)C(C)OC(=O)c2ccccc2O)c(=O)n(-c2ccccc2)n1C (configuration not stated)	x	x	-33%	x	2%	1%	19%	12%	x
COc1ccc(Cc2nnc(SCC(=O)Nc3ccc(C)cc3)n(N)c2=O)cc1	x	1%	-13%	-6%	-8%	-8%	6%	-12%	x
Cc1cccc(NC(=O)CSc2n[nH]c(-c3ccncc3)n2)c1	-2%	x	-16%	4%	10%	0%	24%	11%	45%
CCOC(=O)c1ccc(NC(=O)C(=O)NCc2ccccn2)cc1	2%	9%	-21%	-21%	-14%	-1%	u	-7%	5%
CC(C)CNC(=O)CSc1n[nH]c(=O)n1CCc1ccccc1	-3%	-21%[2.33 µM]	10%	-2%	-15%	7%	9%	-6%	4%
CCOC(=O)c1c(NC(NC(C)=O)C(Cl)(Cl)Cl)sc2c1CCCC2 (configuration not stated)	-7%	u	u	u	-15%	-11%	-21%	6%	-8%
CCc1ccc2[nH]c(=O)c(CN(Cc3ccc(F)cc3)C(c3nnnn3CCN3CCOCC3)C(C)C)cc2c1 (configuration not stated)	4%	u	-34%	-34%	-7%	-8%	13%	0%	6%
Cc1c(Cl)cccc1NC(=S)NCc1ccc2c(c1)OCO2	-3%	5%[59 µM]	-10%	-31%	-19%	-7%	4%	0%	-2%
Cc1ccc(C(=O)N/N=C\c2ccc(-c3ccc([N+](=O)[O-])cc3)o2)cn1	-5%	x	-9%	-9%	-10%	5%	66%[activator]	-4%	2%
COC(=O)c1c(NC(=O)c2ccccc2F)sc2c1C(C(=O)OC)CC2 (configuration not stated)	-4%	3%	62%[activator]	-1%	-3%	-6%	5%	-12%	23%
COc1cc(OC)c(C(=O)NCC(c2cccs2)N(C)C)cc1OC (configuration not stated)	-3%	6%	x	-16%	x	x	x	0%	0%
COc1cccc(CNC(=O)c2cc(=O)[nH]c3ccc(S(=O)(=O)N4CCCCC4)cc23)c1	-6%	-2%[59 µM]	1%	2%	-12%	2%	33%[activator]	x	0%

In the list so far, 3 have a Cl atom.
SMILES	BLM inh	G9a inh	JMJD2A Tudor inh	BAZ2B block	POLH inh	Pol kappa inh	Pol iota inh	APEX1 inh	POLB inh
O=C(Cc1ccccc1F)N1CCC(c2nc3c(nnn3Cc3cccc(Cl)c3)c(=O)[nH]2)CC1	3%	-38%[59 µM]	-27%	-17%	-6%	-13%	-9%	x	34%
CCOC(=O)c1c(NC(NC(C)=O)C(Cl)(Cl)Cl)sc2c1CCCC2 (configuration not stated)	-7%	u	u	u	-15%	-11%	-21%	6%	-8%
Cc1c(Cl)cccc1NC(=S)NCc1ccc2c(c1)OCO2	-3%	5%[59 µM]	-10%	-31%	-19%	-7%	4%	0%	-2%

The results go on.
SMILES	BLM inh	G9a inh	JMJD2A Tudor inh	BAZ2B block	POLH inh	Pol kappa inh	Pol iota inh	APEX1 inh	POLB inh
COc1ccc(CNC(=O)CCS(=O)(=O)c2cc(Br)cc3c2N(C(=O)C2CC2)CC3)cc1	0%	6%[59 µM]	-10%	1%	-4%	8%	34%[activator]	x	3%
Cc1ccc(C(CC(=O)Nc2ccc(F)c(Cl)c2)N2Cc3ccccc3C2=O)cc1 (configuration not stated)	-4%	7%[59 µM]	6%	-1%	-16%	11%	26%	x	24%
Cc1ccccc1C(=O)N1CCC(C(=O)Nc2sccc2C(N)=O)CC1	x	0%[12.7 µM]	-5%	9%	-11%	-5%	34%	13%	x
CCCCOc1cccc(C(=O)NC(=S)Nc2cccc(C(F)(F)F)c2)c1	-5%	-3%[59 µM]	-11%	13%	-27%	-4%	-6%	31%[activator]	-14%
O=C(O)c1ccc(NC2=C/C(=N/S(=O)(=O)c3ccccc3)c3ccccc3C2=O)cc1	14µM*	13µM*	50µM*	20µM*	8.9µM*	-11%	u	u	-24%
O=C(COc1ccccc1)NS(=O)(=O)c1ccc(Cl)cc1	-1%	22%	-9%	-18%	4%	-3%	-22%	32%	22%
COCCN(CCOC)c1nc(-c2ccc(Cl)cc2)nc2ccccc12	-7%	139%[activator]	107%[activator]	56%[activator]	-10%	-17%	-2%	12%	36%
CCNC(=O)NC(=O)C(C)OC(=O)c1oc2ccc(OCC)cc2c1C (configuration not stated)	-1%	23%[12.7 µM]	12%	-3%	-1%	-3%	-12%	-2%	6%
CCOC(=O)C1CCN(CCC(=O)Nc2cc(C)ccc2C)CC1	-3%	3%[0.501 µM]	-14%	-17%	-8%	-7%	29%	48%[activator]	4%
COC(=O)C(CO)Nc1ncnc2onc(-c3ccc(F)cc3)c12 (configuration not stated)	-3%	8%	8%	3%	-7%	-5%	50%[activator]	-7%	41%
Cc1ccc(CNC(=O)c2cc(-c3ccccc3)n(Cc3cc(C)no3)n2)cc1	x	-14%[2.33 µM]	u	-19%	-30%	2%	-6%	15%	x
CCOC(=O)N1CCC(NC(=O)C(C)n2c3ccccc3c3cnn(C)c(=O)c32)CC1 (configuration not stated)	-3%	23%[59 µM]	2%	10%	-9%	1%	-3%	13%	28%
CCOc1ccc(-c2nc3n(c(=O)c2C#N)CCCS3)cc1	1%	-5%[59 µM]	2%	-4%	-15%	-17%	8%	0%	-28%
COCc1nn2c(N)c(-c3ccccc3)cnc2c1-c1ccccc1	-2%	21%	-7%	-5%	0%	-9%	-3%	15%	16%
CC(=O)Nc1ccc(NC(=O)C(c2ccccc2)N2Cc3ccccc3C2=O)cc1 (configuration not stated)	-1%	-31%[59 µM]	-6%	2%	-7%	-5%	-21%	x	12%
CC(C)NC(NC(=O)/C=C/c1ccccc1)C(Cl)(Cl)Cl (configuration not stated)	-4%	6%	-11%	-36%	-9%	-10%	147%[activator]	-1%	10%
COCCN(C(=O)CSc1nnc(Nc2ccccc2F)s1)c1c(N)n(Cc2ccccc2)c(=O)[nH]c1=O	-5%	14µM*	-16%[57.1 µM]	-2%	6%	-13%	6%	-2%	-4%
Cc1onc(-c2ccccc2)c1C(=O)N/N=C/c1c[nH]c2ccccc12	-5%	-28%	u	u	-19%	4%	22%	0%	-11%
CCc1ccc(C(=O)Nc2nnn(CC)n2)cc1	0%	-7%[59 µM]	-8%	-24%	-11%	-9%	14%	4%	2%
CCCCCOP(=O)(c1ccccc1)c1ccccc1	-2%	17%[59 µM]	-6%	-4%	-9%	-21%	36%[activator]	-4%	24%
CCOC(=O)N1CCN(c2ccc(C(C)=O)cc2F)CC1	3%	u	1%[11.4 µM]	14%	-13%	-12%	2%	4%	10%
CCOC(=O)c1csc(NC(=O)CSc2nnnn2-c2cccc(OC)c2)n1	-1%	-8%[59 µM]	-10%	-3%	-9%	-19%	-1%	2%	2%
O=C(NS(=O)(=O)Oc1ccccc1F)OC[C@@H]1CCCN2CCCCC12 (some centres not stated)	2%	9%	-8%	4%	-1%	-6%	-19%	7%	9%
O=C(COc1ccccc1)N1CCc2ccccc21	-3%	u	4%	-11%	-14%	-6%	21%	-1%	8%
O=C(CN1C(=O)c2ccccc2S1(=O)=O)c1ccc(OC(F)F)cc1	-5%	x	-20%	20%	-7%	-20%	u	-11%	-3%
New compounds follow.
SMILES	BLM inh	G9a inh	JMJD2A Tudor inh	BAZ2B block	POLH inh	Pol kappa inh	Pol iota inh	APEX1 inh	POLB inh
Cc1cc(NC(=O)CSc2nnc3ccccn23)no1	1%	18%	-7%[57.1 µM]	-6%	-20%	1%	175%[activator]	-4%	0%
COc1ccc(N2CCN(C(=O)c3c(Cl)cnn3C)CC2)cc1	-1%	40%	-12%	-1%	-8%	-17%	5%	33%	-23%
COc1cc(C(c2sc3nc(C)nn3c2O)N2CCOCC2)cc(OC)c1OC (configuration not stated)	4%	11%[59 µM]	-6%	6%	-5%	-5%	7%	-3%	33%
COc1ccc(OCCn2cnc(Cl)c2Cl)cc1	-2%	-25%	-17%	-35%	4%	-11%	4%	-4%	-14%
O=C(N/N=C\c1cn[nH]c1-c1ccccc1)c1ccc([N+](=O)[O-])cc1	-3%	17%	-12%	-35%	u	-6%	4%	0%	u
CN(Cc1ccccc1)C(=O)C1CCN(S(=O)(=O)c2ccc(-n3cnnn3)cc2)CC1	-5%	12%	-12%	-1%	-4%	-6%	56%[activator]	3%	-10%
